# High-throughput results deposited in PubChem by National Center for Advancing Translational Sciences (NCATS).
# FEN1 inh: human FEN1 inhibition | AID 588795 | Potency, µM (doses to about 114 µM), without a hit: at the highest dose activity change, negative = inhibition, hits mostly inhibitors | P39748 | 390,000 tested, 0.35% active | Recombinant FEN1 flap cleavage, fluorescence, 15 min; note: nearly all actives have a fitted effect of over 65% in size
# Target sequence (P39748 whole entry, looked up): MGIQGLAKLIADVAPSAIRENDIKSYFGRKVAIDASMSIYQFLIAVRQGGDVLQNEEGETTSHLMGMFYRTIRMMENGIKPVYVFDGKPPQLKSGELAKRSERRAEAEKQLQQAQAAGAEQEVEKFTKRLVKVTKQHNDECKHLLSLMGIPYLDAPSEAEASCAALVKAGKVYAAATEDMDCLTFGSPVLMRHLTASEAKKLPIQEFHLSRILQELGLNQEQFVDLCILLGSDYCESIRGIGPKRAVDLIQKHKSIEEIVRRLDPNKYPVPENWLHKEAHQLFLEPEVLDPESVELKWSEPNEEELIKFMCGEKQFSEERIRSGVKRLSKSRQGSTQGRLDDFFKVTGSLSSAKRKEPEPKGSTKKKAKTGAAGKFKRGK
#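 Steps: FEN1 (10 nM) dispensed; compound added by pin tool; 15 min at room temperature; substrate added to 50 nM final; reads at 0 min and 15 min; data normalized and fitted (four-parameter Hill).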
# N370S GC: inhibitors or activators of N370S glucocerebrosidase for Gaucher disease; 330,000 tested, 0.092% active; AID 2101; N370S GC spleen homogenate, 4MU-glucoside fluorescence; Potency, µM (titrated, usually from 59.4 µM), inactives show at the highest dose activity change, negative = inhibition, actives largely listed as inhibitors; P04062;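 note: 0% = full enzyme activity and -100% = no enzyme basal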
# TDP1 inh: blocks human tyrosyl-DNA phosphodiesterase 1; Q9NUW8; recombinant TDP1, AlphaScreen DNA substrate cleavage; Potency, µM (top dose mostly 130 µM), inactives show at the highest dose activity change, negative = inhibition, actives largely listed as inhibitors; 350,000 tested, 0.28% active; AID 485290; note: nearly all actives have a fitted effect of over 40% in size
# Target sequence (Q9NUW8 whole entry, looked up): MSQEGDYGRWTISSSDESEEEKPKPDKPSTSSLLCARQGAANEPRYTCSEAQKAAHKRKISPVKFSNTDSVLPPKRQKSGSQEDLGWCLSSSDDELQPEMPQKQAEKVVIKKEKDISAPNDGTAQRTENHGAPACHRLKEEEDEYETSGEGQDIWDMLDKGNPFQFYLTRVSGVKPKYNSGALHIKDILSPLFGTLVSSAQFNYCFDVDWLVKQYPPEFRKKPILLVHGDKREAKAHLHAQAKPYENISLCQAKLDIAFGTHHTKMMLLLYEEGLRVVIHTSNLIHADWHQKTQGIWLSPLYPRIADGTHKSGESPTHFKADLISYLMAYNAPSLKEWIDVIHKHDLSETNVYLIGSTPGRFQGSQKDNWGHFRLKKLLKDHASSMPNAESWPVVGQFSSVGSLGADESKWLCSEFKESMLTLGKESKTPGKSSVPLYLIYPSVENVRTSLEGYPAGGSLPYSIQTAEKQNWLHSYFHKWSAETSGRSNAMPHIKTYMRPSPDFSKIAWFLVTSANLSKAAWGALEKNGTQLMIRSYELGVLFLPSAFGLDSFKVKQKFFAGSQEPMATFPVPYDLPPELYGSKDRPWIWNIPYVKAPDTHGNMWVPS
#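 AlphaScreen read-out: signal falls as enzyme removes the 3' tyrosine-FITC from a 5'-biotinylated DNA oligo (15 nM, 5 min, RT). Enzyme was E. coli-made recombinant Tdp1 at 1 nM, exposed to compound for 15 min beforehand; beads 10 ug/ml, 10 min.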
# Active calls of the source: *; ? = inconclusive; · = not tested or not shown; & = joins results of further samples; [ ] = remark or other dose. Calls come from the whole dose curve; as a rule, active = well fitted curve in the direction sought with a large enough effect; inconclusive = small, poorly fitted or top-dose-only effect, or another doubt; inactive = no such curve, though single readings can be large; an effect the other way counts as inactive or inconclusive. Unless noted, % is set by controls: 0 for no effect and ±100 for the full control effect; potency is the fitted concentration of half-maximal effect.
SMILES,FEN1 inh,N370S GC,TDP1 inh
Cc1cccc(CSCCNC(=O)c2ccc(N(C)S(=O)(=O)c3ccccc3)cc2)c1,0%,6%,-2%
Cc1ccc2ccccc2c1COC(=O)c1nonc1N,-22%,7%,2%
CCCCCCCNC(=O)C1(CC2CC(c3ccccc3)=NO2)CCN(C(=O)OC(C)(C)C)CC1 (configuration not stated),-26%,-3%,-3%
COc1ccc(-c2nnc(NC(=O)CS(=O)(=O)c3ccc(F)cc3)o2)c(OC)c1,-2%,-3%,·
CC(Oc1ccccc1C(N)=O)C(=O)Nc1ccc(S(=O)(=O)N2CCCC2)cc1 (configuration not stated),14%,?,1%
Cc1cc(Cl)cc(Cl)c1OCCOCCN(C)C,4%,?,·
Cc1ccc2c(c1)nnn2C1CCN(C(=O)c2cccs2)CC1,7%,14%,0%
Cc1cc(Br)cc(Br)c1OCC(=O)NNC(=O)c1ccoc1C,-3%,-14%,2%
CC(=O)N1C(=O)/C(=C2\SC(=S)N(NS(=O)(=O)c3ccc(C)cc3)C2=O)c2ccccc21,-12%,4%,6%
COc1ccc(-c2nc(CNS(=O)(=O)c3ccc(Br)cc3)cs2)cc1,-5%,·,8%
C=C1CC/C=C(\C)CC[C@@H]2[C@@H]1CC2(C)C,·,1%,-6%[56.1 µM]
CCC(C(=O)NCCN1CCOCC1)n1nc(C)n2c(cc3sccc32)c1=O (configuration not stated),-4%,-4%,1%
Cc1ccc(NC(=O)CSc2nnc(C)n2C2CC2)cc1S(=O)(=O)N1CCOCC1,-4%,·,-2%
Cc1cccc2c1cnn2C(=O)CCC(=O)NCc1ccc(F)cc1,2%,-14%,·
O=C(NCCN1CCCCC1)Nc1cccc(F)c1,2%,1%,·
CCCCCn1c(N)c(-c2nc3ccccc3o2)c2c([N+](=O)[O-])nn(C)c(=O)c21,-1%,4%,-5%
O=C(O)CN1CCN(Cc2ccccc2)C1=O,9%,4%,9%
O=c1c(-c2ccc(F)cc2)[n+]([O-])c2ccccc2n1OCc1ccccn1,1%,1%,5%
O=C1c2ccccc2C(=O)N1CC(O)COc1ccc(Cl)cc1 (configuration not stated),1%,1%,·
Cc1cc(C)n(-c2ccc(C(=O)N3CCN(S(=O)(=O)c4ccc(C(C)C)cc4)CC3)cc2)n1,-5%,·,3%
Cc1ccc2c(c1)N(CCC(=O)NCc1ccco1)C(=O)CO2,1%,8%,4%
COc1ccc(-n2nc(C(=O)NCC(=O)NCc3ccccc3OC)c3ccccc3c2=O)cc1,-12%,0%,·
Nc1nc(SCC(=O)Nc2ccc([N+](=O)[O-])cc2)n[nH]1,-6%,-2%,5%
CCOc1ccc2[nH]c(=O)c(CN(Cc3nnnn3CCc3ccccc3)CC3CCCO3)cc2c1 (configuration not stated),-10%,-1%,5%
CCN(CCCNC(=O)Cn1ncc2c([nH]c3ccc(C)cc32)c1=O)c1cccc(C)c1,?,-15%,-1%&6%
CCn1c(O)c(/C=C2\C=Nc3ccccc32)sc1=Nc1ccccc1,-10%,?,-5%
NNc1nc(-c2ccccc2)cc(-c2ccc(Br)cc2)n1,-1%,-4%,·
N#Cc1nc(-c2ccccc2Cl)oc1NCc1ccco1,-4%,11%,8%
O=C(Cn1cc(C(=O)c2ccco2)c2ccccc21)Nc1ccccc1Cl,-24%,·,1%
Cc1ccc(-c2noc(CNC(=O)c3ccc(Br)o3)n2)cc1,9%,·,6%
Cc1cnc(NC(=O)c2c(-c3ccccc3)noc2C)s1,-15%,0%,·
Cc1ccc(S(=O)(=O)N2CCCC(N3CCOCC3)C2)cc1Cl (configuration not stated),-7%,-8%,·
CC(C)(C)CNc1cc(N2CCOCC2)ccc1[N+](=O)[O-],-18%,-8%,8%
CC(=O)Nc1ccc(SCC(=O)Nc2ccccc2N2CCOCC2)cc1,-2%,·,1%
COCC(=O)N1CCC(Oc2ccc(C(=O)NC(C)c3nc(C)sc3C)cc2)CC1 (configuration not stated),-4%,-3%,3%
Cc1cc(C)nc(SCC(=O)OCC(=O)Nc2nc3ccccc3s2)n1,0%,13%,-3%
O=C(O)C1C2CCC(C2)C1C(=O)NCCCn1ccnc1 (configuration not stated),-7%,3%[2.35 µM],4%
O=C(NC(=S)NNC(=O)c1ccccc1[N+](=O)[O-])c1ccc(Br)cc1,11%,-17%,6%
CN(CC(=O)Nc1ccccc1Br)C(=O)c1sccc1-c1ccccc1,-21%,·,1%
CCCCCCC(=O)N(O)C1CC(=O)N(c2ccccc2)C1=O (configuration not stated),·,-2%,9%
CCn1c(=NC(=O)CS(=O)(=O)c2ccccc2)sc2cccc(OC)c21,-16%,9%,0%
CCCCOC(=O)c1ccc(NC(=O)C(=O)NCCN(CC)CC)cc1,0%,-8%,·
CC1CC(C)CN(C(=O)/C=C/c2ccc(S(=O)(=O)N3CCOCC3)cc2)C1 (configuration not stated),-7%,·,2%
Cc1ccc(-n2nnc3c(sc4nc(C)c(C)cc43)c2=O)cc1Cl,17%,·,5%
COC(=O)C1(C)NC(c2cccs2)C2C(=O)N(c3ccccc3F)C(=O)C21 (configuration not stated),-6%,1%,0%
CCOC(=O)C1=C(C)N=C2SC(C)C(=O)N2C1c1ccc(OC(C)=O)c(OC)c1 (configuration not stated),-18%,0%,2%
Nc1cc(N)nc(SCC(=O)Nc2ccccc2N2CCOCC2)n1,1%,-2%,-1%
CCCCOC(=O)Nc1nc2ccc([N+](=O)[O-])cc2s1,0%,7%,5%

# Next section (two carried over from the part before).
SMILES,FEN1 inh,N370S GC,TDP1 inh
Nc1cc(N)nc(SCC(=O)Nc2ccccc2N2CCOCC2)n1,1%,-2%,-1%
CCCCOC(=O)Nc1nc2ccc([N+](=O)[O-])cc2s1,0%,7%,5%
CC1(COc2ccc(C[C@H]3SC(=O)NC3=O)cc2)CCCCC1,·,9%,?
CC(=O)[C@H]1CC[C@@H]2[C@H]3CC=C4C[C@@H](O)CC[C@]4(C)[C@H]3CC[C@]12C,·,4%[21.6 µM],15%[21 µM]
CCOC(=O)c1c(-c2ccc(F)cc2)csc1NC(=O)C1CC=CCC1C(=O)O (configuration not stated),-18%,5%,·
O=C(O)c1ccc(Cn2ccc3ccccc32)o1,1%,0%,·
COCc1nnc(NC(=O)c2ccc(S(=O)(=O)N3CCCCCC3)cc2)o1,-6%,9%,8%
Cc1ccc(NC(=O)c2ccc(-n3c(C)nnc3C)cc2)cc1F,18%,·,1%
COc1ccc(N/N=C(/C#N)S(=O)(=O)c2nsc(C)c2C#N)cc1,-7%,?,3%
COc1ccc(NC(C)=O)cc1CNC(=O)COc1c(C)c(C)cc(C)c1C,-4%,-17%,5%
COc1ccc(NC(=O)C2CC(=O)OC23CCCCC3)cc1 (configuration not stated),4%,4%,1%
CCOC(=O)c1cccc(NC(=O)c2ccc3c(c2)nnn3CC)c1,-1%,·,8%
CC(C)C(OC(=O)Cn1nnc2ccccc21)C(=O)NC1CCCC1 (configuration not stated),-7%,-6%,-1%
Cn1c(=O)oc2cc(S(=O)(=O)NC3CCN(Cc4ccccc4)CC3)ccc21,22%,13%,5%
CCOC(=O)C1=C(O)/C(=C\c2ccc(CNS(=O)(=O)c3ccc(Br)cc3)o2)N=C1C,?,-14%,-7%
CCOc1ccc(N(Cc2cc3cc(OC)ccc3[nH]c2=O)C(=O)C2CCCO2)cc1 (configuration not stated),-6%,1%,5%
COCCNC(=O)NC12CC3(C)CC(C)(CC(C)(C3)C1)C2,-5%,2%,3%
C=CCc1cccc(C=Nc2cccn3cc(-c4ccccc4)nc23)c1O,-15%,?,-6%
CC1CN(C(=O)CN2C(=O)NC3(CCCCCCC3)C2=O)CC(C)O1 (configuration not stated),-1%,24%,-2%
CSc1ccccc1OCc1cc(C(=O)NCCC2=CCCCC2)no1,4%,-14%,3%
Cc1cc(C)nc(NC(=O)c2cccs2)c1,1%,3%,·
O=c1ccc(Cc2ccc(Cl)cc2)n[nH]1,-10%,4%,-4%
COc1cc(O)c2c(=O)cc(C)oc2c1CC=C(C)C,·,14%&2%,11%
Cc1noc(C)c1COC(=O)c1cccnc1SCC(=O)Nc1ccc2c(c1)OCO2,7%,21%,10%
COc1ccc(C2(C(=O)NCc3ccccc3Cl)CCOCC2)cc1OC,-9%,21%,-1%
CN(C(=O)CSc1nc2ccc(NC(=O)c3ccc(F)cc3)cc2s1)c1ccccc1,-7%,·,4%
CC(=O)c1ccc(S(=O)(=O)Nc2cccc(-c3ccc(N4CCCCC4)nn3)c2)cc1,-14%,·,-1%
CCOc1ccccc1NC(=O)Cn1c(=O)n(-c2ccc(C)cc2)c(=O)c2c1cnn2C,24%,·,-3%
CCc1nc2cccnc2n1-c1ccc(CC(=O)NCCOC)cc1,-4%,0%,·
CCc1noc(C)c1C(=O)Nc1cc(Cl)ccc1N1CCCC1,6%,15%,1%
Cc1nn2c(N3CCCC3)cc(C(C)C)nc2c1-c1ccccc1,2%,3%,-2%
COc1ccc(NC(=O)Nc2ccccc2)cc1S(=O)(=O)N1CCCCC1,-9%,0%,1%
O=C(CCN1C(=O)/C(=C\c2cccc(Br)c2)SC1=S)N1CCOCC1,3%,-3%,4%
CCOCCCN(C(=O)c1snc(C(N)=O)c1N)C(C(=O)NC1CCCC1)c1ccc(OC)cc1 (configuration not stated),-4%,18%,2%[0.0935 µM]
Cc1ccc2c(Sc3ccc(Cl)cc3)c(C(=O)N3CCC(C)CC3)[nH]c2c1,15%,·,9%
CC(C)C[C@H](N)c1cn([C@@H](CCCCN)C(=O)N2CCNCC2)nn1,14%,6%,4%
Cc1ccc(-c2cc(C(F)(F)F)c(C#N)c(SCC(=O)O)n2)cc1,12%&3%,-4%,0%&2%
COc1ccc(NC(=O)CSCC(=O)Nc2ccc(C)c(S(=O)(=O)N3CCCCCC3)c2)cc1,-15%,1%,0%

# Compound profiles, from the list above:
# CC(C)C[C@H](N)c1cn([C@@H](CCCCN)C(=O)N2CCNCC2)nn1 is entered as FEN1 inh = 14%; N370S GC = 6%; TDP1 inh = 4%
# COc1ccc(NC(=O)CSCC(=O)Nc2ccc(C)c(S(=O)(=O)N3CCCCCC3)c2)cc1 is entered as FEN1 inh = -15%; N370S GC = 1%; TDP1 inh = 0%

# Later entries
SMILES,FEN1 inh,N370S GC,TDP1 inh
Cc1ccc(S(=O)(=O)N(C)C)cc1NC(=O)COC(=O)CSc1ccccc1,-13%,0%,-2%
CCOC(=O)c1c(C)[nH]c(C)c1C(=O)Cn1nnc(-c2ccccc2C)n1,?,-13%,0%
CCCCNC(=O)c1ccc2c(=O)n(Cc3ccc(OC)cc3)c(=O)[nH]c2c1,18%,·,0%
CCOC(=O)c1c(S(=O)(=O)N2CCCC(C(=O)N3CCN(c4cc(C)ccc4C)CC3)C2)c(C)n(C)c1C (configuration not stated),0%,·,-2%
Cc1cc(OC(=O)c2cc(F)c(F)cc2Cl)nc(C)n1,6%,-2%,1%
COc1cc(/C=N/NS(=O)(=O)c2ccccc2)ccc1OS(=O)(=O)c1ccc(C)cc1,-17%,-1%,8%
COc1cc(-c2nc3cnccn3c2Nc2ccccc2)ccc1O,-7%,-19%,-5%
CC(Oc1ccc(Cl)cc1Cl)C(=O)NNC(=O)[C@@H]1CCCC[C@@H]1C(=O)O (some centres not stated),-13%,-3%,1%
CCCc1nn2c(=O)cc(COC(=O)c3cccs3)nc2s1,14%,·,2%
O=C1C2C3C=CC(C3)C2C(=O)N1CNc1ccc(O)cc1 (configuration not stated),·,-7%,-4%
CC(=O)Oc1ccc(C(=O)Nc2ccc3c(c2)C(=O)N(CCC(=O)O)C3=O)cc1,-1%,2%,-14%
O=[N+]([O-])c1cc(S(=O)(=O)NCCN2CCOCC2)ccc1Cl,1%,-2%,-5%

# Single values from the list.
# Reading for Cc1ccc(-c2noc(CNC(=O)c3ccc(Br)o3)n2)cc1 in TDP1 inh: 6%
# Reading for Cc1ccc(-c2cc(C(F)(F)F)c(C#N)c(SCC(=O)O)n2)cc1 in FEN1 inh: 12%&3%
# Reading for Cn1c(=O)oc2cc(S(=O)(=O)NC3CCN(Cc4ccccc4)CC3)ccc21 in TDP1 inh: 5%
# Reading for CC1(COc2ccc(C[C@H]3SC(=O)NC3=O)cc2)CCCCC1 in N370S GC: 9%
# Reading for O=C(O)C1C2CCC(C2)C1C(=O)NCCCn1ccnc1 (configuration not stated) in TDP1 inh: 4%
# Reading for O=C(Cn1cc(C(=O)c2ccco2)c2ccccc21)Nc1ccccc1Cl in TDP1 inh: 1%
# Reading for CC(=O)Oc1ccc(C(=O)Nc2ccc3c(c2)C(=O)N(CCC(=O)O)C3=O)cc1 in FEN1 inh: -1%

# Later entries.
SMILES,FEN1 inh,N370S GC,TDP1 inh
COc1cc(/C=C/C(=O)N2CCOCC2)ccc1OCc1ccccc1,-8%,-1%,3%
COc1cc(-c2cc(-c3ccc(O)cc3)nc(N)c2C#N)ccc1O,?,15%,0%
CCOc1ccc(-n2nnc3c(=O)n(CC(=O)c4ccccc4)cnc32)cc1,17%,-2%,7%
Cc1csc(=O)n1CCC(=O)N(C)Cc1c(F)cccc1Cl,5%,·,3%
C/C(=N\NC(=O)Cn1nc(C)cc1C)c1ccc([N+](=O)[O-])cc1,6%,-3%,4%
NS(=O)(=O)c1ccc(S(=O)(=O)NCCc2ccccc2)cc1,-13%,-3%,0%
